High-throughput results as filed in PubChem.
Mcl1-Bid inh: Mcl-1/Bid interaction inhibition; hit rate 0.97% among 220,000; TR-FRET Mcl-1/Bid-Dy647 peptide binding, 1536-well; inhibition, % at 21.7 µM; Q07820; AID 1021;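 active = compounds that cut the binding signal by more than half at the single screening dose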;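 also: His-tagged Mcl-1 with europium anti-His antibody binding Bid BH3 peptide; 0% = Mcl-1 plus peptide wells and 100% = peptide-only wells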
Target sequence (Q07820 whole entry, looked up): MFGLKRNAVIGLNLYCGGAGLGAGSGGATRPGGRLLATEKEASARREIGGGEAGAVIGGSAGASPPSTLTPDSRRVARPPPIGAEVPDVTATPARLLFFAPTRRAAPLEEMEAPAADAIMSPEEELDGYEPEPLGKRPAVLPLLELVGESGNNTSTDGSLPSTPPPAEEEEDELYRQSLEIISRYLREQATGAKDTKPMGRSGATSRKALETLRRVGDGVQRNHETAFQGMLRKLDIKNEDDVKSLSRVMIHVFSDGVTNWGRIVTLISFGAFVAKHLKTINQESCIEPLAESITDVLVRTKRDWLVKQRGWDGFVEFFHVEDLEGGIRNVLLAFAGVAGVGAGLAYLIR
Rab2 wt GTP: changes GTP binding to wildtype dog Rab2A, up or down; AID 760; hit rate 0.19% among 190,000; GST-Rab2 wt beads, Bodipy-GTP binding, flow cytometry; GTP binding activity, % at 10 µM;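 active = GTP binding activity at least 20 points away from 100%, either lowered or raised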;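 also: 0% = beads with excess unlabeled GTP and 100% = no-compound control corrected for plate trend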
Pf gamet viab: inhibitors of late stage P. falciparum gametocyte viability. AID 743093. hit rate 0.065% among 150,000. P. falciparum stage V gametocytes, ATP luminescence, 24 h. inhibition, % at 10.9 µM;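 active = inhibition above the mean plus 3 SD of compounds within the control limits, set per campaign, cut at about 38% in these data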;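 also: 0% = DMSO wells and 100% = medium only without gametocytes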
Avidin fluor: compound fluoresces at 488/530 nm on avidin beads; hit rate 0.38% among 220,000; compound fluorescence 488/530 nm, flow cytometry; active compounds read high; fluorescence (KMESF) at 10 µM; in the data active = fluorescence above about 47; also: inactives centre near 10
Rab7 wt GTP bind: alters GTP binding to wildtype dog Rab7 | hit rate 0.055% among 190,000 | AID 758 | GST-Rab7 beads, fluorescent GTP binding, flow cytometry; actives lie on both sides; untreated = 100%, excess cold GTP = 0% | GTP binding activity (percent of control), % at 10 µM;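 active = fluorescent GTP binding to Rab7 beads changed by at least 20 points from the 100% baseline, either direction, mostly lower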;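 also: median green fluorescence of bound Bodipy-FL-GTP per Rab7 bead population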
HRas wt GTP: changes GTP binding to wildtype human HRas. AID 759. GTP binding activity, % at 10 µM. P01112. hit rate 0.14% among 190,000. GST-Ras wt beads, Bodipy-FL-GTP binding, flow cytometry; actives lie on both sides;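 active = GTP binding activity at least 20% away from the 100% baseline, either lowered as inhibitor or raised as activator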;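 also: 0% = unlabeled GTP competition control and 100% = no-compound control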
Target sequence (P01112 whole entry, looked up): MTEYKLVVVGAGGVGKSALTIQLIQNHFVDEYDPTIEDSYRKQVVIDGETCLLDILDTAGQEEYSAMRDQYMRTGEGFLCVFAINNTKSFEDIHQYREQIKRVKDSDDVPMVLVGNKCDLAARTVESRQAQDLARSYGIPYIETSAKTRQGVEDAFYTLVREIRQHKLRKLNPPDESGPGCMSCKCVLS
Rac1 mut GTP: modulators of GTP binding to human Rac1 activated mutant; P63000; GST-Rac1 activated beads, fluorescent GTP binding, flow cytometry; actives lie on both sides; 100% means binding = to untreated wells; percent activity (GTP binding), % at 10 µM; hit rate 0.11% among 190,000;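 active = GTP binding at least 20 percentage points away from the 100% baseline, in either direction, so actives lie on both sides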
GSH bead fluor: GSH bead compound fluorescence profile; GSH beads flow cytometry, compound fluorescence 488/530 nm; active compounds read high; fluorescence (KMESF) at 10 µM; hit rate 0.25% among 190,000; in the data active = fluorescence above about 89;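 also: glutathione beads carrying GST-tagged Bcl family fusion proteins plus one bare bead set; values are compound well signal with DMSO vehicle wells as background; inactives centre near 16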
Rac1 wt GTP bind: alters GTP binding to wildtype human Rac1; P63000; GST-Rac1 beads, fluorescent GTP binding, flow cytometry; actives lie on both sides; 0 = cold GTP competed, 100 = untreated; GTP binding activity (% of control), % at 10 µM; hit rate 0.27% among 190,000; AID 757;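 active = GTP binding activity at least 20 points away from the 100% control level, either lower or higher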
Mcl1 Noxa PPI: Mcl-1/Noxa interaction inhibition | TR-FRET Mcl-1/Noxa peptide binding, 2 h | inhibition, % at 21.7 µM | hit rate 1.5% among 220,000;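 active = compounds that cut the protein-peptide binding signal by more than 50% relative to plate controls in a single-dose test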;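 also: His-tagged Mcl-1 with rhodamine Noxa BH3 peptide and terbium anti-His antibody; 0% = Mcl-1 plus Noxa peptide wells and 100% = peptide-only wells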
Cdc42 wt: human Cdc42 wildtype GTP binding change, either direction; P60953; AID 761; hit rate 0.2% among 190,000; percent activity (GTP binding), % at 10 µM; GST-Cdc42 beads, Bodipy-GTP binding, flow cytometry; actives lie on both sides;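 active = percent activity GTP binding at least 20 points away from the 100% baseline, either down as inhibitor or up as activator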;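 also: median bead fluorescence of bound Bodipy-FL-GTP at 100 nM; 0% = excess unlabeled GTP control and 100% = no compound control; below 100% means less GTP binding so inhibitor and above means activator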
Target sequence (P60953 whole entry, looked up): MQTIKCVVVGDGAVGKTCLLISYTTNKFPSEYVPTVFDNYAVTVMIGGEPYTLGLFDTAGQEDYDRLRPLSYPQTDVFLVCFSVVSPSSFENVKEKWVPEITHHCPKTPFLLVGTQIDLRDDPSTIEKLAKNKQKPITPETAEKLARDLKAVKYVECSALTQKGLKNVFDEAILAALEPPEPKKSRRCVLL
Numbers without * were called inactive; nt = not tested or not shown.

Values in the order – Mcl1-Bid inh	Rab2 wt GTP	Pf gamet viab	Avidin fluor	Rab7 wt GTP bind	HRas wt GTP	Rac1 mut GTP	GSH bead fluor	Rac1 wt GTP bind	Mcl1 Noxa PPI	Cdc42 wt
Cc1c(N=NC2=C(O)CC(C)(C)CC2=O)c(=O)n(-c2ccccc2)n1C
 : -70.4	97.0	-35.3	11	98.0	99.0	98.0	16	104.0	-22.6	99.0
Cc1cc(=O)n2nc(N3CCC(C(=O)N4CCN(Cc5ccccc5)CC4)CC3)sc2n1
 : 5.1	94.0	nt	9	97.0	96.0	96.0	29	98.0	9.5	97.0
CCOc1cc(-c2ccccc2)nc(N)n1
 : -16.8	102.0	13.0	19	102.0	101.0	99.0	17	104.0	15.6	101.0
CCCn1c(N)c(C(=O)COc2ccc(Br)cc2F)c(=O)n(C)c1=O
 : -17.6	96.0	-5.8	9	105.0	96.0	96.0	13	94.0	3.6	93.0
O=C(COc1ccc([N+](=O)[O-])cc1)NCc1cccnc1
 : 2.5	100.0	23.6	12	100.0	102.0	99.0	16	103.0	13.8	104.0
Cc1cc(S(=O)(=O)N(C)CCc2ccccc2)ccc1-n1cnnn1
 : -12.6	102.0	-4.9	6	101.0	103.0	101.0	16	105.0	-5.5	105.0
Cc1ccc(SCCNC(=O)/C=C/c2ccccc2Cl)cc1
 : -45.5	100.0	-2.5	7	98.0	103.0	98.0	18	101.0	-18.0	102.0
Cn1c(SCC(=O)N2CCOCC2)nnc1-c1ccc(NC(=O)c2ccccc2F)cc1
 : -6.6	100.0	nt	26	101.0	100.0	98.0	22	105.0	38.6	99.0
CC(=O)NC(=S)Nc1ccc(N2CCOCC2)c(S(=O)(=O)Nc2cc(Cl)ccc2Cl)c1
 : -30.0	97.0	4.1	9	106.0	100.0	96.0	16	98.0	12.3	96.0
COC(C(=O)NCc1ccc(C)cc1)c1ccccc1 (stereo not given)
 : -6.8	99.0	-5.0	11	104.0	100.0	96.0	38	99.0	-5.2	98.0
Cc1cccc(N2CCN(C(=O)c3ccc4nc[nH]c4c3)CC2)c1C
 : -15.4	99.0	7.8	12	101.0	100.0	99.0	5	105.0	-10.2	101.0
COC(=O)c1cc(C)sc1NC(=O)CC1Nc2ccccc2NC1=O (stereo not given)
 : 18.1	97.0	nt	11	99.0	97.0	99.0	65	102.0	30.4	101.0
CCOc1c2ccc(C(=O)NCc3ccc4c(c3)OCO4)cc2nn1CC
 : -28.6	95.0	-8.9	39	94.0	99.0	95.0	8	97.0	16.6	98.0
CC(O)(C#CCN1CCCCC1)c1ccccc1 (stereo not given)
 : -8.8	97.0	nt	5	97.0	99.0	99.0	15	105.0	-2.4	100.0
Cc1nc2sc3c(c2c(=O)n1NC(=O)CCl)CCCC3
 : -14.8	92.0	-11.1	12	90.0	95.0	93.0	12	98.0	9.6	91.0

Two successive records already listed, quoted:
Values in the order – Mcl1-Bid inh	Rab2 wt GTP	Pf gamet viab	Avidin fluor	Rab7 wt GTP bind	HRas wt GTP	Rac1 mut GTP	GSH bead fluor	Rac1 wt GTP bind	Mcl1 Noxa PPI	Cdc42 wt
Cc1c(N=NC2=C(O)CC(C)(C)CC2=O)c(=O)n(-c2ccccc2)n1C
 : -70.4	97.0	-35.3	11	98.0	99.0	98.0	16	104.0	-22.6	99.0
Cc1cc(=O)n2nc(N3CCC(C(=O)N4CCN(Cc5ccccc5)CC4)CC3)sc2n1
 : 5.1	94.0	nt	9	97.0	96.0	96.0	29	98.0	9.5	97.0

(listing goes on)
Values in the order – Mcl1-Bid inh	Rab2 wt GTP	Pf gamet viab	Avidin fluor	Rab7 wt GTP bind	HRas wt GTP	Rac1 mut GTP	GSH bead fluor	Rac1 wt GTP bind	Mcl1 Noxa PPI	Cdc42 wt
CCN(CC(=O)NC(C)(C)C)C(=O)c1ccc(Br)cc1
 : -8.9	97.0	8.3	9	95.0	95.0	95.0	12	97.0	-4.9	92.0
CCc1ccc(C(=O)NCC2COc3ccccc3O2)o1 (stereo not given)
 : 1.5	101.0	-8.9	5	102.0	101.0	100.0	42	103.0	9.3	100.0
OCCC1CN(Cc2cnc(-c3ccc(Cl)cc3)nc2)CCN1C1CCCCC1 (stereo not given)
 : -11.8	98.0	-5.2	10	99.0	98.0	98.0	11	102.0	6.2	103.0
CC(=O)c1ccc(OCCCC(=O)NC2CCCc3ccccc32)cc1 (stereo not given)
 : -6.1	98.0	11.1	14	100.0	100.0	99.0	20	102.0	2.6	103.0
CCOC(=O)c1sc(N)nc1C(C)C
 : -6.7	94.0	-8.0	16	99.0	96.0	94.0	18	94.0	-18.3	94.0
COc1cccc(CN(C)C(=O)c2csc3c2CCCC3)c1OC
 : -28.5	95.0	-6.6	9	99.0	96.0	95.0	24	100.0	-5.1	95.0
CCOC(=O)Nc1ccccc1N1C(=O)c2ccccc2C1=O
 : -5.6	99.0	nt	10	104.0	101.0	97.0	12	101.0	2.7	102.0
Cn1cc(Br)c(C(=O)NN2C(=O)C3C(C2=O)C2C=CC3C23CC3)n1 (stereo not given)
 : -13.1	100.0	-36.7	9	104.0	99.0	96.0	15	98.0	25.4	98.0
CN(C)c1cc[n+](CC(=O)N2c3ccccc3Sc3ccccc32)cc1
 : -42.5	98.0	-15.2	4	104.0	100.0	96.0	17	99.0	-3.8	97.0
Nc1c(Cl)ncnc1N1CCN(c2ncnc(Cl)c2N)CC1
 : -15.0	102.0	5.3	4	98.0	100.0	100.0	16	107.0	7.0	101.0
COc1ccc2[nH]c(=O)c(C(c3nnnn3C3CCCC3)N3CCN(Cc4ccc5c(c4)OCO5)CC3)cc2c1 (stereo not given)
 : 4.4	106.0	-2.4	36	103.0	103.0	100.0	25	103.0	13.6	104.0
Cc1cc(CC(C)C)n(-c2nc3ccccc3c(=O)n2OCC(N)=O)n1
 : 9.5	100.0	-33.5	6	97.0	100.0	99.0	67	103.0	8.3	100.0
O=C(NCC(c1ccco1)N1CCN(c2ccccc2)CC1)c1ccc2c(c1)OCO2 (stereo not given)
 : -24.9	98.0	-4.3	8	101.0	98.0	97.0	15	99.0	12.6	96.0
COC(=O)c1ccc(OCCN2C3=NCCN3c3ccccc32)cc1
 : -7.0	100.0	11.2	10	96.0	99.0	100.0	23	104.0	13.5	102.0
CCOC(=O)NC1(C(F)(F)F)C(=O)N(Cc2ccccc2)C2=C1C(=O)CC(C)(C)C2 (stereo not given)
 : 9.2	97.0	3.5	13	101.0	99.0	99.0	23	98.0	-15.4	98.0
COCn1c(-c2cccc(Br)c2)nc2ccccc21
 : nt	100.0	2.8	7	97.0	98.0	99.0	33	102.0	nt	100.0
O=C(N/N=C\c1ccc(-c2ccccc2[N+](=O)[O-])o1)C1COc2cc3ccccc3cc2O1 (stereo not given)
 : -21.8	99.0	-5.7	8	95.0	99.0	97.0	27	98.0	26.4	99.0
CCOC(=O)CSc1ncnc2c1cnn2-c1ccc(C)cc1C
 : -17.6	99.0	0.8	25	103.0	99.0	92.0	20	97.0	-0.7	93.0
Cc1c(Br)c([N+](=O)[O-])nn1CC(=O)NCc1ccccn1
 : -12.5	94.0	-14.9	30	94.0	95.0	94.0	16	94.0	-7.2	98.0
Cc1nc2ccc(N)cc2c(=O)n1Cc1ccc(Cl)cc1
 : -21.5	104.0	nt	11	105.0	104.0	102.0	29	103.0	-1.8	104.0
O=C(CN1C(=O)COc2ccccc21)N1CCN(c2ccccc2F)CC1
 : 10.2	101.0	nt	5	100.0	103.0	99.0	45	104.0	-10.5	102.0
CC(C(=O)Nc1cccnc1)n1cc([N+](=O)[O-])cn1 (stereo not given)
 : -12.3	101.0	2.4	6	106.0	100.0	101.0	11	105.0	6.3	102.0
CCN(CC)S(=O)(=O)c1ccccc1/C=N\O
 : -20.9	102.0	-15.6	17	104.0	101.0	102.0	9	100.0	-9.5	100.0
CCCCOc1ccc(CN2CCC(O)CC2)cc1
 : 19.8	97.0	nt	26	98.0	99.0	97.0	24	102.0	24.4	100.0
COCCn1c(=O)[nH]c2cc(C(=O)NCC3CCCO3)ccc2c1=O (stereo not given)
 : -16.8	102.0	-21.7	10	102.0	104.0	103.0	11	111.0	9.4	107.0
O=C1c2ccccc2C(=O)N1CCc1csc(-c2cccc(Cl)c2)n1
 : -6.9	98.0	-19.4	4	95.0	96.0	94.0	25	92.0	8.2	93.0
NC(=O)[C@@H]1CCCNc2c(F)cc([N+](=O)[O-])cc2C(=O)N[C@@H](CCC(=O)O)C(=O)N[C@@H](CO)C(=O)N1
 : 11.5	95.0	14.5	10	91.0	96.0	97.0	16	102.0	29.3	102.0
CCn1c(SCC(=O)c2cc(C)ccc2C)nc2cc(S(=O)(=O)N3CCOCC3)ccc21
 : -22.5	97.0	nt	4	97.0	96.0	96.0	14	98.0	-4.4	99.0
O=C(CSc1nnc(CCCOc2ccc(Cl)cc2Cl)o1)Nc1ccc(C(=O)O)cc1
 : -28.4	94.0	-25.9	4	97.0	97.0	96.0	11	98.0	8.6	95.0
Cc1cc(C(=O)CN2C(=O)NC(C)(c3ccccc3)C2=O)c(C)n1CC1CCCO1 (stereo not given)
 : -34.1	100.0	nt	24	99.0	102.0	101.0	11	106.0	21.4	100.0
O=C(NCc1ccccc1Cl)C1CCCN(S(=O)(=O)c2cnc[nH]2)C1 (stereo not given)
 : -6.5	101.0	nt	5	104.0	101.0	100.0	21	104.0	5.0	103.0
O=C(O)c1ccc(NS(=O)(=O)c2cc(C(=O)O)ccc2Br)cc1
 : 19.8	97.0	nt	12	99.0	101.0	96.0	37	103.0	17.4	99.0
CCOC(=O)COc1cc(OCC(=O)OCC)c2c(=O)cc(-c3ccccc3)oc2c1
 : -20.4	100.0	nt	10	103.0	100.0	97.0	23	103.0	5.6	100.0
CNS(=O)(=O)c1cc(C(=O)OCC(=O)NC2CCCc3ccccc32)ccc1Cl (stereo not given)
 : -5.2	97.0	0.8	3	97.0	100.0	97.0	8	102.0	3.4	104.0
COC(=O)c1ccc(COc2ncnc3sccc23)cc1
 : -9.2	96.0	15.7	11	108.0	100.0	95.0	16	96.0	4.8	97.0
Cc1onc(-c2c(F)cccc2Cl)c1C(=O)Nc1nnc(C2CC2)s1
 : 10.0	99.0	nt	17	100.0	101.0	97.0	13	102.0	18.7	99.0
Cc1ccc(N=Nc2c(C)[nH]n(-c3ccccc3)c2=O)cc1
 : -11.4	91.0	10.3	27	91.0	93.0	91.0	59	93.0	23.8	95.0
CC(C)NS(=O)(=O)c1ccc(OCC(=O)N2CCN(c3ccccc3)CC2)cc1
 : -17.6	99.0	-11.7	5	102.0	99.0	100.0	19	102.0	5.9	97.0
Cc1ccc(C)c(NC(=O)C(c2ccccc2)N2CCOCC2)c1 (stereo not given)
 : -20.4	94.0	nt	2	94.0	94.0	94.0	8	94.0	21.4	95.0
CCOC(=O)CSc1n[nH]c(-c2ccco2)n1
 : -27.3	101.0	nt	9	104.0	101.0	101.0	20	114.0	-5.2	104.0
Cc1ccc(/C=N/NC(=O)CSc2nnc(-c3ccccc3)n2-c2ccc(Cl)cc2)o1
 : -7.1	99.0	-34.4	6	95.0	97.0	98.0	9	98.0	13.0	97.0
